Source: PubChem
KCNH2 3.1 block: qHTS for Inhibitors of KCHN2 3.1: Mutant qHTS; U2OS KCNH2 3.1, thallium flux FluxOr; hits give low values; activity change, % (tested at about 1.8 µM); 340,000 compounds, 0.95% hits; AID 720553, 2013;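 active means maximum activity change below -70%; inconclusive means maximum activity change from -70% to -50%; inactive means maximum activity change above -50%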;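 further: thallium influx rate constant from kinetic fluorescence after stimulation buffer; on the % scale 0 is the no-effect control and ±100 the full control effect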
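Channel expression came from 3.1 mutant virus (1.77 x 10^8 /mL) applied to suspended U2OS cells for 4 h. Flux was tracked with FluxOr dye plus Red40 quencher, and kinetic rate constants normalized to controls.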
ELG1 genotoxic: qHTS screen for small molecules that induce genotoxicity in human embryonic kidney (HEK293T) cells expressing luciferase-tagged ELG1. HEK293T ELG1-luciferase reporter, luminescence, 16 h. 330,000 compounds, 1.3% hits. Potency, µM (top dose mostly 46 µM), inactives show at the top dose activity change, positive = activation, most hits filed as activators; further: potency means the concentration at half of the fitted maximal effect; % of control where 0% means no effect; nearly all actives have a fitted effect of over 60% in size
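ELG1-luciferase HEK293T cells, 2,000/well; compound pinned in; 16 hr, 37 °C, 5% CO2; ONE-Glo, 30 min RT; luminescence on CCD imager.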
uPA surface inh: qHTS for Inhibitors of Cell Surface uPA Generation; cell surface uPA generation assay, qHTS; Potency, µM (top dose mostly 38.3 µM), inactives show top-dose activity change, negative = inhibition, hits mostly inhibitors; 330,000 compounds, 0.31% hits; active means well fitted inhibition curve with a large enough effect; inconclusive means small, poorly fitted or top-dose-only effect; inactive means no such curve, though single readings can be large or run the other way; tested in mouse RAW 264.7 cells; further: potency means the concentration at half of the fitted maximal effect; on the % scale 0 is the no-effect control and ±100 the full control effect; nearly all actives have a fitted effect of over 55% in size
RORg inh: qHTS for inhibitors of ROR gamma transcriptional activity; Nuclear receptor ROR-gamma (Mus musculus), P51450; Drosophila S2 Gal4-RORgamma UAS-luciferase reporter, 20 h; Potency, µM (doses to about 53.6 µM), for inactives: at the top dose activity change, negative = inhibition, usual class: inhibitors; 310,000 compounds, 5.4% hits; further: potency means the concentration at half of the fitted maximal effect; on the % scale 0 is the no-effect control and ±100 the full control effect; nearly all actives have a fitted effect of over 60% in size
Target sequence (P51450 whole entry, looked up, the tested form may be a part): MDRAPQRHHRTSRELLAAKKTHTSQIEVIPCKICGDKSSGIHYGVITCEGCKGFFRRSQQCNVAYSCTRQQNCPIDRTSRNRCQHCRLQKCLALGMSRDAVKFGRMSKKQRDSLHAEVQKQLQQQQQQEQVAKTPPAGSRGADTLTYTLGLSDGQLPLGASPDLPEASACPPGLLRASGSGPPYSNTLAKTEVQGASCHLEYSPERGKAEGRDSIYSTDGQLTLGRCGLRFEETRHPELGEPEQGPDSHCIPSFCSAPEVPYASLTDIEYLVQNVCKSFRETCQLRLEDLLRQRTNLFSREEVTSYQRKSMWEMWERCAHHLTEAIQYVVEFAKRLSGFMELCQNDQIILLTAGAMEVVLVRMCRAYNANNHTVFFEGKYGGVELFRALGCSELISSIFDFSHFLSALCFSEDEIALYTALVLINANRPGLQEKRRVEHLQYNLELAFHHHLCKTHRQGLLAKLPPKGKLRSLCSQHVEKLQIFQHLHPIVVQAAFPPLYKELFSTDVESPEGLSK
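A Gal4/UAS one-hybrid system in insect cells: metallothionein-promoter Gal4–ROR gamma fusion plus Photinus luciferase reporter. Copper sulfate 700 uM final, 20 hr ambient incubation, luminescent detection after 10 min with reagent.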
FBPA coupling cs: qHTS Assay for Inhibitors of Fructose-1,6-bisphosphate Aldolase from Giardia Lamblia: Coupling assay counterscreen; coupling enzyme system counterscreen, AmpLite Red fluorescence; activity change, negative = inhibition, % at 58.2 µM, hits read low; 290,000 compounds, 0.67% hits; AID 2472, 2010; in the data active means activity change below about -30%; further: on the % scale 0 is the no-effect control and ±100 the full control effect
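First, compound is pin-transferred into glyceraldehyde-3-phosphate coupling-enzyme reagent at 57.5 uM final and held 10 min at RT. Next, substrate, coupling system and AmpLite Red are added. After 20 min RT, fluorescence (525/598 nm) is read.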
FLuc modulator: qHTS profiling assay for firefly luciferase inhibitor/activator using purifed enzyme and Km concentrations of substrates (counterscreen for miR-21 project); Luciferin 4-monooxygenase (Photinus pyralis), P08659; purified FLuc, Km substrates, luminescence inhibition; Potency, µM (highest dose often 57.5 µM), without a hit: top-dose activity change, negative = inhibition, usual class: inhibitors; 360,000 compounds, 6.9% hits; AID 588342, 2011;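 further: potency means the concentration at half of the fitted maximal effect; plate controls were vehicle for no effect and reference inhibitor for full effect; nearly all actives have a fitted effect of over 55% in size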
Target sequence (P08659 whole entry, looked up): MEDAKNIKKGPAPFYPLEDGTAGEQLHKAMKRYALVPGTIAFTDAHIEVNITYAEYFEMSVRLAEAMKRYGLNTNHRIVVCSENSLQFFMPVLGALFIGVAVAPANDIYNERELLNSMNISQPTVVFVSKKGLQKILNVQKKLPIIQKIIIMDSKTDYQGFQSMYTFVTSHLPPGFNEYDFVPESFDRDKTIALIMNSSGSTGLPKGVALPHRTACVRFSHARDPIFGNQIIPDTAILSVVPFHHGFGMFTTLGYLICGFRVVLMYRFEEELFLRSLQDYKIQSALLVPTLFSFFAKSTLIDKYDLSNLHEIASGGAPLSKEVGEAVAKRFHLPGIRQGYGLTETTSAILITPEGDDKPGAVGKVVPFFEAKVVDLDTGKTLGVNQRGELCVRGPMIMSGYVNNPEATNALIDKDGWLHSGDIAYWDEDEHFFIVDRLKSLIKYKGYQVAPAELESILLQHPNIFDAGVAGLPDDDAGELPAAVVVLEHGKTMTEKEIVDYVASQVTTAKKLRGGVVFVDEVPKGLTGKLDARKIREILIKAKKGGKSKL
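Purified P. pyralis luciferase, 10 nM final, with Km-level 10 uM D-luciferin and 10 uM ATP in 50 mM Tris acetate pH 7.5, 10 mM Mg acetate, 0.01% Tween-20, 0.05% BSA; 6-point qHTS titration about 60 µM downward; luminescence read.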
Tb PFK block: qHTS Assay to Find Inhibitors of T. brucei phosphofructokinase; Potency, µM (top dose mostly 57.5 µM), inactives show at the highest dose activity, negative = inhibition, hits mostly inhibitors; 330,000 compounds, 0.17% hits; AID 485367, 2010; ATP-dependent 6-phosphofructokinase (Trypanosoma brucei brucei), O15648; T. brucei PFK, ADP-Glo luminescence;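 further: potency means the concentration at half of the fitted maximal effect; 0% = uninhibited 1x PFK enzyme wells and -100% = no-enzyme wells; nearly all actives have a fitted effect of over 60% in size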
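Luminescent ADP detection (ADP-Glo, two-step: ATP depletion then ADP-to-ATP conversion for luciferase) reported PFK activity after 45 min room-temperature reaction of 1.25 nM enzyme with 0.5 mM F6P and 0.1 mM ATP at pH 8.0.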
Gal4-VP16 FLuc: VP16 counterscreen qHTS for inhibitors of ROR gamma transcriptional activity | Potency, µM (highest dose often 53.6 µM), for inactives: at the top dose activity, negative = inhibition, actives largely listed as inhibitors | 310,000 compounds, 3.5% hits | Drosophila S2 Gal4-VP16 UAS-luciferase, luminescence, 20 h | AID 2546, 2010;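 further: Gal4-VP16 expression switched on by copper sulfate through the metallothionein promoter; potency means the concentration at half of the fitted maximal effect; on the % scale 0 is the no-effect control and ±100 the full control effect; nearly all actives have a fitted effect of over 50% in size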
NPC1 prom act: qHTS Assay for NPC1 Promoter Activators. AID 485313, 2010. Potency, µM (highest dose often 9.22 µM), for inactives: at the top dose activation, actives largely listed as activators. 320,000 compounds, 2.4% hits. Huh7 NPC1 promoter luciferase reporter, 24 h;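 further: potency means the concentration at half of the fitted maximal effect; % of control where 0% means no effect; nearly all actives have a fitted effect of over 60% in size; reporter is driven by a mutant NPC1 promoter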
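Stably transfected Huh7 (NPC1 promoter→luciferase), 1500 cells/well in Opti-MEM + 10% FBS, 2 h settle, then compound 24 h at 37 °C. Luminescence after 10 min with Amplite reagent.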
Giardia killer: Small Molecules that selectively kill Giardia lamblia: qHTS; AID 540267, 2011; activity change, % at 7.66 µM, hits read low; 340,000 compounds, 0.15% hits; Giardia lamblia trophozoite viability; in the data active means activity change below about -80%; inconclusive means between about -30% and that limit;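 further: parasites exposed to compound for two days anaerobically before the ATP read; on the % scale 0 is the no-effect control and ±100 the full control effect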
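Killing of trophozoites was scored by loss of ATP luminescence after a 48 hrs anaerobic exposure to compounds at 37 deg C, using 100 cells per well.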
Rab9 promoter act: qHTS Assay for Rab9 Promoter Activators. Huh7 Rab9 promoter-luciferase reporter, luminescence, 24 h. Potency, µM (highest dose often 9.22 µM), without a hit: at the top dose activation, negative = inhibition, hits mostly activators. 320,000 compounds, 2.8% hits; further: potency means the concentration at half of the fitted maximal effect; % of control where 0% means no effect; nearly all actives have a fitted effect of over 60% in size
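Luminescence read-out: Huh7 cells stably expressing Rab9-luciferase, treated 24 h with compound at 37 °C, then lysed with luciferase reagent for 10 min at ambient before reading.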
An asterisk follows results filed as active; u = inconclusive; x = not tested or not shown; [ ] = dose if it differs, or a comment. Unless noted, the call rests on the fitted dose curve; in most records, active means well fitted curve in the direction sought with a large enough effect; inconclusive means small, poorly fitted or top-dose-only effect, or another doubt; inactive means no such curve, though single readings can be large; an effect the other way counts as inactive or inconclusive.

SMILES	KCNH2 3.1 block	ELG1 genotoxic	uPA surface inh	RORg inh	FBPA coupling cs	FLuc modulator	Tb PFK block	Gal4-VP16 FLuc	NPC1 prom act	Giardia killer	Rab9 promoter act
CCOc1cc(Cl)c(S(=O)(=O)NCc2ccccn2)cc1Cl	-7	-8%	-3%	13µM*	1	3%	-2%	20µM*	-2%	-8	-7%
O=C(CNC(=O)c1ccccc1)NCc1nc2ccccc2[nH]1	-19	-1%	4%	x	x	-2%	0%	x	-3%	-9	1%
CCOC(=O)Cc1csc(NC(=O)CN2CCN(CC)CC2)n1	-10	0%	-4%	u	2	7%	9%	-8%	1%	0	-4%
CC(=O)Nc1ccc(NC(=O)C(C)OC(=O)c2ccc(S(=O)(=O)N3CCCCCC3)cc2)cc1 (stereo not given)	-11	17%	1%	x	x	x	11%	x	x	-17	x
Cc1cc(NS(=O)(=O)c2ccc(N3C(=O)C4C5C=CC(C5)C4C3=O)cc2)nc(C)n1 (stereo not given)	3	1%	4%	2%	5	-2%	-8%	-1%	0%	10	12%
CN(CC1COc2ccccc2O1)C(=O)CSc1ncccn1 (stereo not given)	-10	u	1%	x	x	x	-5%	x	x	-2	x
COC(=O)CCC(=O)N1CCCC(CO)(Cc2ccccc2C)C1 (stereo not given)	-10	-2%	1%	5%	5	-3%	-4%	-5%	0%	2	-3%
COc1cccc(NC(=O)CN2CCN(CC(=O)Nc3ccc(F)cc3)CC2)c1	-85*	0%	1%	1%	0	0%	-3%	6%	0%	-11	-14%
Cc1ccc(C)c(NC(=S)N2CCCCCC2)c1	-14	-3%	2%	13µM*	1	1%	0%	u	-2%	-16	-2%
O=C(Nc1ccccc1)Nc1nnc(CSCc2ccccc2Cl)s1	2	-1%	8%	u	2	2%	-1%	u	1%	17	-1%
Cn1c(SCC(=O)N2CCCCC2)nc2c(c1=O)SCC2	-2	3%	-5%	-1%	x	4%	1%	-16%	-13%	-20	-1%
O=C(/C=C/c1ccco1)N(Cc1ccccc1F)C1CCS(=O)(=O)C1 (stereo not given)	-3	3%	-11%	13%	0	3%	0%	-5%	-5%	3	0%
Clc1ccccc1Nc1nnc(-c2ccncc2)s1	7	u	-14%	u	0	0.95µM*	-9%	u	0.56µM*	u	0.45µM*
CCCCCCC1/C(=N/O)CCC1C(=O)OC (stereo not given)	4	-6%	2%	5%	3	-2%	-1%	0%	0%	4	-2%
COc1cc(-c2nc(-c3ccccc3)c(-c3ccc(F)cc3)[nH]2)cc2c1OCO2	-39	2%	2%	-1%	1	-1%	1%	-5%	-4%	-9	-1%
O=C(COC(=O)c1c2c(nc3ccccc13)/C(=C/c1ccco1)CC2)NC1CCCC1	1	-2%	-5%	-26%	-8	5.4µM*	-21%	0%	19%	-11	27%
COc1ccc(OC)c(NC(=O)COC(=O)Cc2ccsc2)c1	3	1%	2%	x	x	x	-3%	x	x	0	x
Cc1occc1-c1nnc(SCC(=O)NCc2ccc3c(c2)OCO3)n1CC(C)C	5	-1%	0%	19%	1	1%	3%	1%	-4%	17	12%
COc1cccc(-c2nn(C)c3sc(C(=O)NCc4ccc5c(c4)OCO5)cc23)c1	-92*	-5%	22%	-28%	0	-2%	0%	-16%	-1%	4	-17%
CN(CCCNC(=O)CN1C(=O)CC(C)(C)S(=O)(=O)c2ccccc21)C1CCCCC1	4	1%	4%	-8%	4	10%	0%	7%	9%	4	-2%
CC(CCc1ccccc1)NC(=O)c1ccc(Cl)nc1 (stereo not given)	-44	0%	2%	21%	-1	-3%	2%	3%	1%	-8	-4%
O=S(=O)(c1ccccc1)N1CCC2(CC1)CO2	10	5%	-5%	-3%	4	1%	0%	-7%	-1%	-8	0%
COc1ccc(NC(=O)C2CCN(S(C)(=O)=O)CC2)c(OC)c1	-1	0%	u	4%[1.91 µM]	0	11%	1%	1%	-2%	0	1%
Cc1cc(-c2nnnn2-c2ccc(F)cc2)no1	9	0%	2%	12%	1	-2%	0%	3%	2%	3	-1%
Cc1ccc(S(=O)(=O)N2CC(O)CC2C(=O)OCC(=O)c2ccccc2Cl)cc1C (stereo not given)	4	0%	-2%	27%[10 µM]	-1	u	-1%	-6%	2%	-8	-1%

Continuation.
SMILES	KCNH2 3.1 block	ELG1 genotoxic	uPA surface inh	RORg inh	FBPA coupling cs	FLuc modulator	Tb PFK block	Gal4-VP16 FLuc	NPC1 prom act	Giardia killer	Rab9 promoter act
O=C(c1cc(-c2cccc(Cl)c2)on1)N1CCc2ccccc2C1	0	1%	1%	8%	0	-14%	7%	1%	1%	6	0%
CC(C)(C)NC(=O)C1CC(=O)OC1(C)C (stereo not given)	4	-5%	x	-2%	3	0%	1%	5%	-3%	-1	-7%
CC(C)=CCN1CCN(CCC2=C(C)CCCC2(C)C)CC1CCO (stereo not given)	31	-7%	-2%	-13%	0	-1%	2%	0%	2%	-29	1%
COc1ccc(-c2cc(C(F)(F)F)nc(N3CCOCC3)n2)cc1	-5	-2%	x	0%	-1	1%	2%	1%	-3%	-15	4%
CCc1ccc(Nc2ccc(C(=O)O)cc2[N+](=O)[O-])cc1	3	1%	2%	14%	7	u	1%	9%	-4%	-9	15%
CCN(CC)S(=O)(=O)c1cccc(C(=O)N[C@H](C(=O)Nc2nc3ccc(F)cc3s2)C(C)C)c1	7	9%	-8%	u	0	u	0%	0%	15%	u	26%
COc1ccccc1CC(=O)O/N=C(\N)c1ccccn1	34	6%	-7%	16%	1	-17%	3%	7%	1%	3	21%
CCOC(=O)COc1ccccc1/C=N/O	-1	0%	3%	-17%	2	-1%	0%	-10%	-1%	-19	-3%
O=C(OCCN=C1NS(=O)(=O)c2ccccc21)c1cccs1	16	-2%	-2%	22%	-2	-1%	11%	-13%	-10%	-6	-4%
Nc1nnc(CSCc2cccc(Br)c2)s1	5	4%	0%	13%	-2	u	-11%	1%	0%	13	-3%
NC(=O)COc1ccc2oc(=O)cc(-c3cc4ccccc4o3)c2c1	-3	1%[9.26 µM]	-9%	-25%	1	0%	-3%	-16%	-2%	0	0%
CC(=O)Nc1ccc(-c2csc(NC=C3C(=O)OC(C)(C)OC3=O)n2)cc1	-13	u	u	6%	-1	u	4%	-3%[10 µM]	14%	-14	25%
CCOC(=O)C(C)Sc1nnc(NC(=O)c2ccc3c(c2)OCO3)s1 (stereo not given)	0	13%	3%	10µM*	-10	17µM*	7%	-21%	3%	-6	-5%
NNC(=O)C(Cc1cnc[nH]1)NC(=O)OCc1ccccc1 (stereo not given)	13	0%	-4%	u	3	0%	-2%	-8%	-7%	31[activator]	10%
Cc1ccc(OCCNS(=O)(=O)c2ccc(N3CCCC3=O)cc2)cc1	19	-3%	-6%	u	4	0%	-1%	13µM*	-2%	-19	-1%
COc1ccc(C(=O)Nc2nc(-c3ccc(S(=O)(=O)N4CCOCC4)cc3)cs2)cc1	-3	-29%	-9%	30%	-2	u	2%	6%	-3%	7	-10%
Cc1cc(C)nc(Sc2ccc3nnnn3n2)n1	-8	0%	-3%	-37%	2	-4%	4%	3%	1%	6	4%
CC(C)CNC(=S)N1CCN(Cc2ccc3c(c2)OCO3)CC1	-10	-4%	-1%	17%	0	1%	0%	7%	-2%	1	1%
COc1ccccc1NS(=O)(=O)c1ccc2ccccc2c1	-6	-1%	0%	u	-3	1%	-8%	-4%	2%	-26	3%
CC(=O)c1nnn(-c2cccc([N+](=O)[O-])c2)c1C	-3	12%	-3%	u	-38*	-1%	5%	23%	-4%	-4	-4%
Cc1nn(C(=O)c2ccc3c(c2)OCO3)c(N)c1-c1ccccc1	6	u	-12%	u	-2	0.48µM*	-5%	u	-1%	-14	8%
Cc1ccc(S(=O)(=O)CCC(=O)Nc2ccc(Br)cc2)cc1	-9	1%	-6%	7%	-6	-1%	1%	1%	-9%	-4	-1%
CCOc1ccc(NC(=O)N(CCN(C)C)C(C)c2ccncc2)cc1 (stereo not given)	1	2%	3%	-1%	1	5%	1%	-5%	-3%	-29	-1%
COc1ccc(OC)c(C(=O)NC(CC(N)=O)c2ccc(NCCOc3ccccc3)c([N+](=O)[O-])c2)c1 (stereo not given)	20	2%	-1%	10%	-1	-6%	-3%	-3%	0%	-19	4%

Hits appear at their usual frequency; overall some 14% were active at least once.
